High-throughput results as filed in PubChem BioAssay.
TAG inh: inhibitors of triacylglycerol accumulation, primary screen, cell-based, uHTS, fluorescence, H9c2. 230,000 tested, 0.66% active. inhibition, % at 12.5 µM. H9c2 cells, Nile Red lipid (TAG) fluorescence; cells loaded with 200 µM oleic acid. AID 651582, 2012;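 active = pattern-corrected inhibition of lipid staining of at least 50% with the nuclear-stain viability signal not falling by more than 50%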;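 also: 0% = DMSO wells and 100% = triacsin C control wells; some results filed as inactive read as strong as hits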
TAG inh DAPI viability: second read-out of TAG inh, no call of its own (marks repeat the call); DAPI nuclei signal change (viability), lower = more cytotoxic, %;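 whole-well DAPI fluorescence read on a plate reader as a viability signal; minus 50 percent equals half of cells still viable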
Numbers without * were called inactive; & = joins results of further samples.

Start of the data: the first three records, ahead of the listing:
SMILES	TAG inh	TAG inh DAPI viability
COC(=O)c1c(-c2ccc(C(C)(C)C)cc2)csc1NC(=O)C1C2CCC(O2)C1C(=O)O (stereo not given)	5.0	3.2
CCc1noc(C)c1C(=O)Nc1nc(-c2ccc(OC)cc2)cs1	-10.7	-1.5
CCc1ccc(/C=C(\C#N)C(=O)NC2CCS(=O)(=O)C2)cc1 (stereo not given)	-9.2	0.3

Results, from the first entry:
SMILES	TAG inh	TAG inh DAPI viability
COC(=O)c1c(-c2ccc(C(C)(C)C)cc2)csc1NC(=O)C1C2CCC(O2)C1C(=O)O (stereo not given)	5.0	3.2
CCc1noc(C)c1C(=O)Nc1nc(-c2ccc(OC)cc2)cs1	-10.7	-1.5
CCc1ccc(/C=C(\C#N)C(=O)NC2CCS(=O)(=O)C2)cc1 (stereo not given)	-9.2	0.3
CC1(C)CC2(CCO1)N1CC3(C)CN2CC(C)(C1)C3=O (stereo not given)	-3.1	2.6
CN1C[C@@H]2[C@@H]3C(=O)N(Cc4ccccc4)C(=O)[C@@H]3[C@](C)(C1=O)N2C(=O)c1ccc(F)cc1	-15.1	2.4
C/C(=N\Nc1cccc([N+](=O)[O-])c1)c1ccccc1O	6.2	16.7
CCOc1c2ccc(C(=O)NCCc3cccs3)cc2nn1CC	7.0	-0.5
O=C(COc1ncnc2ccccc12)NCCCN1CCCC1=O	11.2	-5.3
COc1cc2[nH]c(=O)n3nc(-c4ccccc4)nc3c2cc1OC	33.5	14.0
CCOc1ccccc1C(=O)Nc1c[nH]c(=O)[nH]c1=O	16.7	-0.2
C[C@H](CO)N1C[C@H](C)[C@@H](CN(C)Cc2ccc(C(=O)Nc3ccccc3N)cc2)Oc2c(NC(=O)C3CCCCC3)cccc2C1=O	2.6	4.6
CC1(C)Cc2c(C#N)c(N)n(-c3ccccc3)c(=S)c2CO1	-15.7	10.7
CCCc1ccc(Oc2cn[nH]c2-c2ccc(O)cc2O)cc1	-1.4	-10.4
C=CCNC(=O)c1ccc(S(=O)(=O)CC)c(Cl)c1Cl	-1.9	4.5
CC(O)(c1cccnc1)c1nc(-c2cccc3cccnc23)cs1 (stereo not given)	-1.0	-5.7
CCc1nc2ccc(C(=O)NCCOc3ccc(OC)cc3)cn2c1N(CC)Cc1ccc(OC)c(OC)c1	18.9	-7.4
CC(=O)OC(COc1cccc(C)c1)Cn1cnc2ccccc21 (stereo not given)	12.7	-19.2
O=C(Cc1ccc(Br)cc1)NCCCn1ccnc1	-6.7	0.3
CC1CC(C)(C)CC2(C1)NC(=O)N(CC(=O)N1CCN(S(=O)(=O)c3cccc(F)c3)CC1)C2=O (stereo not given)	8.0	-8.6
Cc1ccc(CNC(=O)CSc2nc3ccccc3[nH]2)cc1	-7.7	3.8
O=C(c1ccccc1F)N1CCN(c2ccccc2F)CC1	21.0	-12.2
CC(=O)N1CCN(c2ccc(NC(=O)c3cccc(OCc4ccccc4)c3)cc2)CC1	16.2	-13.0
N#Cc1ccccc1OCC(=O)Nc1nc(-c2ccccn2)cs1	13.3	-13.0
O=C1NC(=O)c2c(Br)c(Br)c(Br)c(Br)c21	2.0	2.0
CCN1C(=O)c2cccc3c(S(=O)(=O)NCC4CCCO4)ccc1c23 (stereo not given)	7.0	6.4

Profiles from above.
COC(=O)c1c(-c2ccc(C(C)(C)C)cc2)csc1NC(=O)C1C2CCC(O2)C1C(=O)O (stereo not given) reads TAG inh: 5.0; TAG inh DAPI viability: 3.2
CCN1C(=O)c2cccc3c(S(=O)(=O)NCC4CCCO4)ccc1c23 (stereo not given) reads TAG inh: 7.0; TAG inh DAPI viability: 6.4
CCc1noc(C)c1C(=O)Nc1nc(-c2ccc(OC)cc2)cs1 reads TAG inh: -10.7; TAG inh DAPI viability: -1.5

Going on with the list.
SMILES	TAG inh	TAG inh DAPI viability
CC(C)Cc1ccc(CN2CCCC(NC(=O)c3cccc(-n4cnnc4)c3)C2)cc1 (stereo not given)	-7.3	4.5
CCOC(=O)COc1cc(Br)c(/C=N/Nc2ccccc2)cc1OC	-16.2	-0.9
COC(=O)c1cccc(NC(=S)Nc2ccc(Cl)c(Cl)c2)c1	2.0	-11.1
COc1ccc(NS(=O)(=O)c2cccc(NC(=O)NCCCl)c2)cc1	-6.4	-4.7
CSc1cccc(NC(=O)CNC(=O)C2CCCCC2)c1	-8.5	7.2
c1ccc(OCc2ccc(CCCN3CCOCC3)cc2)cc1	-6.7	12.6
CCOc1ccc(NC(=S)N=Nc2c(O)[nH]c3ccccc23)cc1	17.8	-18.0
O=C(c1ccc(Cl)s1)N1CCN(c2ccccc2)CC1	-7.9	-8.7
CCN1CCN(C(c2ccc(F)cc2)c2nnnn2Cc2cccs2)CC1 (stereo not given)	-0.7	4.7
Cc1ccc(C)c(OCC(=O)Nn2c(C)nc3ccccc3c2=O)c1	-7.5	2.9
O=C(C1CCN(S(=O)(=O)c2ccc(Cl)c(C(F)(F)F)c2)CC1)N1CCC1	-19.2	5.3
C1CN(CC2CCN(c3nc4nonc4nc3N3CCSCC3)CC2)CCO1	5.2	-3.9
CCN(C(=O)COC(=O)CCc1c[nH]c2ccccc12)c1c(N)n(Cc2ccccc2)c(=O)[nH]c1=O	5.9	-1.6
COc1ccc(-c2ccc(C(=O)NCc3ccncc3)c3occc23)c(C)c1	-18.0	6.6
COc1ccc(OC)c(S(=O)(=O)NCC(c2ccco2)N2CCc3ccccc32)c1 (stereo not given)	-5.4	-3.4
CN(Cc1c(F)cccc1Cl)C(=O)c1cccc(S(=O)(=O)NCc2ccccc2)c1	-0.9	-3.6
CCOC(=O)N1CCN(C(=O)Nc2ccc3nc(C)sc3c2)CC1	4.5	-8.9
CCOC(=O)CNC(=O)CSc1nc(-c2ccccc2)ns1	1.2	-5.5
COCC(C)NC(=S)Nc1ccccc1[N+](=O)[O-] (stereo not given)	2.2	2.2
CCOC(=O)N1CCN(c2ccc(C(=O)CC)cc2F)CC1	9.3	-3.5
CCOc1ccccc1C(=O)N[C@H](C(=O)Nc1cc(S(=O)(=O)N(C)C)ccc1OC)C(C)C	0.5	-4.9
COc1ccccc1NS(=O)(=O)c1cccc(C(=O)NCC(c2ccco2)N2CCCC2)c1 (stereo not given)	-22.9	0.7
CCN(C(=O)CCc1nc(-c2ccccc2F)no1)c1cc(OC)ccc1OC	-6.7	5.9
Cn1cc(/C=C2\SC(=O)NC2=S)c2ccccc21	11.1	-2.7
CCC1=C([N+](=O)[O-])C(c2ccc3c(c2)OCO3)NC(=O)N1 (stereo not given)	-38.6	5.5

Exported field by field: entries from further up
CCOc1ccccc1C(=O)N[C@H](C(=O)Nc1cc(S(=O)(=O)N(C)C)ccc1OC)C(C)C
  TAG inh = 0.5
  TAG inh DAPI viability = -4.9
COc1ccccc1NS(=O)(=O)c1cccc(C(=O)NCC(c2ccco2)N2CCCC2)c1 (stereo not given)
  TAG inh = -22.9
  TAG inh DAPI viability = 0.7
CCN(C(=O)CCc1nc(-c2ccccc2F)no1)c1cc(OC)ccc1OC
  TAG inh = -6.7
  TAG inh DAPI viability = 5.9

New compounds follow:
SMILES	TAG inh	TAG inh DAPI viability
Cc1nnc(SCC(=O)NCc2ccco2)[nH]c1=O	-2.7	0.3
COC(=O)[C@H]1[C@H]2C[C@@H]3c4[nH]c5cc(OC)ccc5c4CCN3C[C@H]2C[C@@H](OC(=O)c2cc(OC)c(OC)c(OC)c2)[C@@H]1OC	45.6	-0.8
CCOc1ccc(NC(=O)CN(C)C(=O)c2ccc3c(c2)S(=O)(=O)N=C2CCCCCN23)cc1OCC	2.5	3.0
O=C(c1cc(Cl)nc2ccccc12)N1CCN(S(=O)(=O)c2cccc(F)c2)CC1	9.4	-0.8
CCOC(=O)C1CCCN(S(=O)(=O)NC[C@H]2O[C@@H](n3cnc4c(N)ncnc43)[C@H](O)[C@@H]2O)C1 (stereo not given in full)	-3.1	-0.7
CC(C)N(Cc1nc2ccccc2c(=O)[nH]1)C(=O)c1ccc(NC(=O)CSc2nnnn2C)cc1	-32.1	-7.0
O=C(Nc1ccc(Cl)cc1)C1Cc2c(-c3ccc4c(c3)OCO4)ccnc2O1 (stereo not given)	-20.5	-1.9
O=C(O)CNC(=S)N(Cc1ccccc1)Cc1cccnc1	3.9	6.2
CCC(c1nnc(SCC(=O)NCC2CCCO2)n1Cc1ccccc1)N(C)C (stereo not given)	-10.7	-6.6
COc1cc(NC(=O)c2ccc3c(c2)OCCO3)ccc1NC(=O)c1cccs1	19.5	-8.8
COC(=O)c1sccc1OCc1cccc(OC)c1	16.2	-2.8
Cc1ccc(-n2nnnc2SCC(=O)c2c(N)n(C3CC3)c(=O)[nH]c2=O)cc1	-5.0	-5.7
C[C@@H]1CN([C@@H](C)CO)C(=O)CCCn2nncc2CO[C@H]1CN(C)C(=O)Cc1ccccc1	9.7	-6.6
CCN1CCc2c(sc(NC(=O)c3ccc4ccccc4c3)c2C(N)=O)C1	28.3	7.1
C=CCn1c2ccccc2c2nnc(SCC(=O)Nc3c(C)n(C)n(-c4ccccc4)c3=O)nc21	11.9	-5.0
CCc1nc2ccc(C(=O)N(CC)CCN(C)C)cn2c1N(C)Cc1nccs1	6.7	3.3
OCCNC(=S)c1ccccc1	-14.5	15.0
NC(=O)c1cc(S(=O)(=O)N2CCOCC2)ccc1Sc1ccccc1N	6.9	-0.5
COc1ccc(Cc2c(O)nc(SCC(C)C)[nH]c2=O)cc1	2.0	5.9
Cc1cc(Cl)c(S(=O)(=O)N2CCSCC2)cc1OCC(=O)NC1CCCCC1	-22.2	-4.0
Nc1ncnc2c1ncn2[C@@H]1O[C@H](CNCc2ccccc2)[C@@H](O)[C@H]1O	-8.6	-0.1
COc1ccc(C(=O)NCC(=O)N/N=C/c2ccc([N+](=O)[O-])o2)cc1OC	26.2	-20.4
CC1Sc2ccccc2N(CC(=O)N(C(C)C)C(C)C)C1=O (stereo not given)	24.1	-17.3
CCO[C@H]1OC(C(=O)NCc2ccccc2)=C[C@@H](c2ccccc2)[C@@H]1CCCO	1.7	-2.9
O=C(NCC(c1ccc(F)cc1)N1CCOCC1)c1cccnc1Sc1ccccc1 (stereo not given)	-7.5	-5.2
Remaining list, next part
SMILES	TAG inh	TAG inh DAPI viability
OCc1ccc2c(c1)c(-c1ccc3c(c1)OCCO3)c(-c1ccccc1)n2-c1ccccc1	1.7	-2.8
CC(C)Oc1ccc(S(=O)(=O)N2CCOCC2)cc1NC(=O)C1COc2ccccc2O1 (stereo not given)	12.6	1.6
CN1C(=O)C(CC(=O)Nc2ccc3c(c2)Cc2ccccc2-3)N(C)C1=O (stereo not given)	2.9	-8.0
COC(=O)c1sc(-c2ccc(C(C)(C)C)cc2)cc1NC(=O)CSCC(=O)O	-8.8	-4.9
CC1CN(S(=O)(=O)c2cc(C(=O)NCc3ccncc3)ccc2Cl)CC(C)O1 (stereo not given)	15.9	-7.9
O=C(NNC(=O)c1cccc(O)c1)Nc1ccc([N+](=O)[O-])cc1	2.1	-6.8
O=C(NCCCN1CCOCC1)c1cccc(NC(=O)c2ccccc2)c1	3.1	2.5
COCCN(C(=S)Nc1ccccc1OC)C1CCN(C(C)C)CC1	-3.9	15.7
CC(C)(Oc1ccc(C2CC2(Cl)Cl)cc1)C(=O)O (stereo not given)	-13.2	-2.9
COC(C[C@H]1O[C@@H]1[C@@H](O)[C@H](C)OCc1ccccc1)OC	9.6	-3.8
CC(C)C[C@H]1CN=C(Nc2ccccc2)N1CCc1ccc(F)cc1	37.4	-23.9
O=C(O)Cn1ccnc1[N+](=O)[O-]	-10.8	-0.3
Cc1cc(C)c(S(=O)(=O)N2CCC3(CC2)OCCN3S(=O)(=O)c2cccs2)c(C)c1	-16.8	1.9
O=C(NC12CC3CC(CC(C3)C1)C2)c1cc(F)c(F)cc1Cl	6.4	-8.8
O=C(Nc1ccccc1-c1ccccc1)NC1CCN(CC(=O)N2CCOCC2)CC1	0.6	-2.2
Cc1ccc2c(c1)N(C(=O)CCC(=O)Nc1ccccc1Br)CC(C)O2 (stereo not given)	5.1	-1.8
O=C(Cn1cc(C(F)(F)F)ccc1=O)N1CCc2ccccc21	13.9	2.4
O=C(c1ccccc1Sc1cccc2ccccc12)N1CCOCC1	-41.3	2.5
Cc1cc(C(=O)CSc2nnc(-c3ccc(OC(F)F)cc3)o2)c(C)n1Cc1cccs1	4.5	-11.2
O=C1CCCC(O)=C1C1NCCc2ccccc21 (stereo not given)	-17.7	16.0
COc1cccc(CC2(CO)CCCN(Cc3cc(F)ccc3-n3cccn3)C2)c1 (stereo not given)	-10.3	17.4
COc1ccc([N+](=O)[O-])cc1NC(=O)CC1SC(=Nc2cccc(C)c2C)N(/N=C/c2cccc(OC)c2OC)C1=O (stereo not given)	22.4&29.0	2.8&-1.2
Cc1cc(SCC(=O)N/N=C/c2cccnc2)nc2c(C)cccc12	-18.6	-2.1
CS(=O)(=O)c1ccc(-c2cccc(NC(=O)c3ccc(Br)o3)c2)nn1	11.9	-1.9
Cc1cc(/C=C2\SC(=O)N(CC(=O)Nc3ccccc3F)C2=O)c(C)n1C	-0.1	2.7
The listing continues:
SMILES	TAG inh	TAG inh DAPI viability
S=C(Nc1cccc2ccccc12)NN1CCOCC1	-19.1	10.2
CCCS(=O)(=O)NC(=O)C1(C)CCN(C(=O)Cc2ccc(OC)cc2)C1 (stereo not given)	5.9	7.3
NC(=O)[C@@H]1CCCN1C(=O)c1ccc2nc(Cc3ccccc3F)oc2c1	12.2	8.4
CC(=O)NCc1ccc(C(=O)COC(=O)COc2ccc(Cl)c(C)c2)s1	-15.1	8.7
CC(=O)c1noc(C)c1C(=O)Nc1nccs1	4.3	10.9
CCc1nnc(NC(=O)CN2C(=O)NC3(CC(C)CC(C)(C)C3)C2=O)s1 (stereo not given)	6.6	0.0
CC(=O)OCC(=O)C1(O)CCC2C3CC(C)C4=CC(=O)CCC4(C)C3C(O)CC21C (stereo not given)	20.0	23.8
Cc1n[nH]c(=O)n1-c1ccc(OCc2ccccc2)cc1	15.8	0.5
O=C(N/N=C/c1cn(Cc2ccccc2)c2ccccc12)c1cc(O)cc(O)c1	-86.7	-0.8
CCOC(=O)N1CCN(C(=O)C(C)c2ccc([N+](=O)[O-])cc2)CC1 (stereo not given)	1.0	0.5
COc1cccc(NC(=O)CSc2nnc3cc(C)nc(N)n23)c1	14.1	-19.3

An excerpt (hit frequency here may not be typical).
